Source: PubChem BioAssay (National Center for Advancing Translational Sciences (NCATS))
KB-V1 MDR tox = qHTS assay for MDR1-selective chemotherapeutics: Primary screen using the drug-selected MDR subline cells KB-V1; 3.4% of 400,000 active; KB-V1 MDR cells viability, CellTiter-Glo, 72 h; Potency, µM (highest dose often 46.1 µM), inactives show at the top dose activity change, negative = cytotoxicity, most hits filed as cytotoxic; also: potency is read from the fitted curve at half-maximal effect; % is scaled to controls: 0 for no effect and ±100 for the full control effect; nearly all actives have a fitted effect of over 60% in size
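In this primary screen, KB-V1 cells overexpressing P-gp are incubated with library compounds (lowest to highest concentration) for 72 h at 37 degrees C before a luminescent ATP viability read.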
TDP-43 yeast inh = qHTS of TDP-43 Inhibitors; TDP-43 expressing yeast growth rescue, BacTiter-Glo, 24 h; Potency, µM (series often up to 46.1 µM), for inactives: top-dose growth rescue (activation), most hits filed as activators; 1.8% of 410,000 active; AID 652104, 2013; also: potency is read from the fitted curve at half-maximal effect; % of control where 0% means no effect; nearly all actives have a fitted effect of over 50% in size
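Yeast expressing TDP-43 (pregrown in raffinose, seeded at OD600=0.02 in galactose medium) exposed to compounds 24 hr at 30 deg C. Growth read by BacTiter-Glo luminescence; rescue of toxicity appears as increased signal.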
D3 antag = qHTS of D3 Dopamine Receptor Antagonist: qHTS; max response, negative = inhibition, %; 2.5% of 360,000 active; D3R cells, DiscoveRx beta-arrestin luminescence, antagonist mode; stronger effect = lower value; in the data active = max response below about -50%; inconclusive = no clear call, values can overlap the other calls; also: % is scaled to controls: 0 for no effect and ±100 for the full control effect; mostly tested at two doses, the higher about 12 µM
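Cells expressing the human receptor were seeded at 1500 cells/well, incubated overnight at 37 degrees C in 5% CO2, then exposed to library compounds with dopamine controls for 90 minutes at 37 degrees C before luminescent detection.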
aSyn rescue = qHTS of alpha-syn Inhibitors | Yeast expressing alpha-synuclein, growth rescue, BacTiter-Glo, 24 h | Potency, µM (series often up to 46.1 µM), for the others: top-dose growth rescue (activation), usual class: activators | 0.14% of 370,000 active; also: potency is read from the fitted curve at half-maximal effect; % of control where 0% means no effect; nearly all actives have a fitted effect of over 65% in size
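Galactose-induced alpha-syn yeast (OD600=0.02, raffinose-pregrown) + pinned cpd, 24 hr, 30 deg C; growth by BacTiter-Glo luminescence. Growth restoration scores as activation.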
GLP1R inv ag = qHTS of GLP-1 Receptor Inverse Agonists (Inhibition Mode). Glucagon-like peptide 1 receptor (Homo sapiens), P43220. HEK293 GLP-1R CRE-luciferase, luminescence, 24 h; GLP-1R form is constitutively active. Potency, µM (titrated, usually from 38.3 µM), for the others: top-dose activity change, negative = inhibition, most hits filed as inhibitors. 1.6% of 410,000 active. AID 624417, 2012; also: potency is read from the fitted curve at half-maximal effect; % is scaled to controls: 0 for no effect and ±100 for the full control effect; nearly all actives have a fitted effect of over 55% in size
Target sequence (P43220 whole entry, looked up): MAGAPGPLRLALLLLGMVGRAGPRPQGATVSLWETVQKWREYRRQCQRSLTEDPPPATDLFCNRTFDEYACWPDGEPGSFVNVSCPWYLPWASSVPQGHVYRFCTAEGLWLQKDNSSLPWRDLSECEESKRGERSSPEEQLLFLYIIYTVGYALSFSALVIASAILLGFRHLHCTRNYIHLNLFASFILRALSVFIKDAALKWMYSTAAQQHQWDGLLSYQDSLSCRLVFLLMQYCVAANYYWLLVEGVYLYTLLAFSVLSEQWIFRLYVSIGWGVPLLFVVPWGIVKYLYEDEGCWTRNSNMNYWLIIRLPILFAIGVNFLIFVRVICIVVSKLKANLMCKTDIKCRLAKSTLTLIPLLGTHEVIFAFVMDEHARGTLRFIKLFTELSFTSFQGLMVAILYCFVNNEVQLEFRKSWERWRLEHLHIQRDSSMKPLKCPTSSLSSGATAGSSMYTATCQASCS
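GLP-1R inverse agonism mode: basal reporter luminescence in engineered HEK293 cells measured after one day of compound exposure at 37 deg C, with a 12 min room-temperature detection step.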
GLP1R ag = qHTS of GLP-1 Receptor Agonists; Glucagon-like peptide 1 receptor (Homo sapiens), P43220; HEK293 GLP-1R CRE-luciferase, luminescence, 4-6 h; cells express a hypersensitive GLP-1R form; Potency, µM (doses to about 45.6 µM), inactives show at the highest dose activation, most hits filed as activators; 0.007% of 380,000 active; also: potency is read from the fitted curve at half-maximal effect; % of control where 0% means no effect
D3 ag = qHTS of D3 Dopamine Receptor Agonist: qHTS; 0.58% of 410,000 active; D3R DiscoveRx beta-arrestin cells, luminescence, 90 min; AID 652048, 2013; max activation, %; in the data active = max activation above about 30%; also: 0% is about no effect; mostly tested at two doses, the higher about 12 µM
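Cells at 1500/well, incubated overnight, then treated with pinned compounds (dopamine as control) for 90 min at 37 degrees C. DiscoveRx reagent added for 30 - 60 minutes at room temperature; luminescence read.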
HEK293 tox = qHTS of GLP-1 Receptor Inverse Agonists: Cytotox Screen; HEK293 cAMP-luciferase reporter cells, luminescence, 24 h; Potency, µM (top dose mostly 38.3 µM), for the others: at the top dose activity change, negative = inhibition, hits mostly inhibitors; 0.13% of 410,000 active;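 also: loss of luciferase light is scored as toxicity; potency is read from the fitted curve at half-maximal effect; % is scaled to controls: 0 for no effect and ±100 for the full control effect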
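1536-well qHTS counterscreen of the MLSMR; 200 cells/uL, 12 h pre-incubation, 23 nL cpd, 24 h at 37 deg C 5% CO2, luciferase detection reagent, 12 min RT, luminescence. Inhibition = undesired.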
PTHR1 agonist = qHTS for PTHR1 Agonists: Primary Screen; Parathyroid hormone/parathyroid hormone-related peptide receptor (Homo sapiens), Q03431; 0.075% of 410,000 active; AID 743266, 2014; HEK293 GP2 PTHR1 cells, GloSensor cAMP luminescence, 1 h; Potency, µM (top dose mostly 115 µM), for inactives: at the highest dose activation, hits mostly activators; also: potency is read from the fitted curve at half-maximal effect; nearly all actives have a fitted effect of over 55% in size; some results filed as inactive show a strong effect at the top dose; inactives centre near -15; many of its hits are not listed in these tables
Target sequence (Q03431 whole entry, looked up): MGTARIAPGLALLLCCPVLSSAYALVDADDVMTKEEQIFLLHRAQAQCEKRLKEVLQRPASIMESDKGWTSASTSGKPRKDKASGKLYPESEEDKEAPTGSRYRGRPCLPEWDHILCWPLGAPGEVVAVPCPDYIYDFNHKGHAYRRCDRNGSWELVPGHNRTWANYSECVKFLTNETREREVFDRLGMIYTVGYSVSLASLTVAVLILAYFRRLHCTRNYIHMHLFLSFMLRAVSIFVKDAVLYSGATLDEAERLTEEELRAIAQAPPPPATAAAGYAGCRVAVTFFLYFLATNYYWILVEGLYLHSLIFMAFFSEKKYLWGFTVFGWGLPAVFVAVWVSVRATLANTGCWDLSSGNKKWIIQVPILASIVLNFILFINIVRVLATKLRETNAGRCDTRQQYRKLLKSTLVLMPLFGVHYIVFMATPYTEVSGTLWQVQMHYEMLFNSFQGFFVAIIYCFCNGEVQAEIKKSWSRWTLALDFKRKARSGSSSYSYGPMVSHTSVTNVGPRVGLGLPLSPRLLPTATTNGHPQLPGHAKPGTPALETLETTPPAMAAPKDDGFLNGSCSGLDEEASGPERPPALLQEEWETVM
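HEK-293-derived GP2 cells expressing PTHR1 and a GloSensor cAMP reporter, 3,000/well, plated overnight, given luciferin plus IBMX (each 0.5 mM as added) for 1 h at 37 °C, then compound for 1 h at 37 °C. Luminescence was read after 15 min at room temperature.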
* = called active by the depositor; i = inactive; ? = inconclusive; . = no result given; & = joins results of further samples; [ ] = another dose, or the depositor's remark. Unless noted, calls follow the shape of the dose curve; as a rule, active = well fitted curve in the direction sought with a large enough effect; inconclusive = small, poorly fitted or top-dose-only effect, or another doubt; inactive = no such curve, though single readings can be large; an effect the other way counts as inactive or inconclusive. Only part of the results is shown; the hit share may differ from the screen's.

Values run as follows: D3 ag, HEK293 tox, GLP1R inv ag, PTHR1 agonist, GLP1R ag, KB-V1 MDR tox, aSyn rescue, TDP-43 yeast inh, D3 antag
CCCCC(CCC(=O)NNC(=O)Cc1ccccc1)C(=O)O (stereo not drawn)
 : 1, 22%, 1%, i, -1%, 2%, 4%, -12%, -21
O=C(NS(=O)(=O)c1ccccc1)c1ccccc1F
 : 5, -18%, 5%, i, -5%, 16%, 0%, ?, -23
O=C(NCc1cccnc1)c1ccccc1Br
 : -9, 3%, -1%, -25%, -8%, 11%, 0%, -10%, 10
COc1ccc(NC(=O)CSc2oc(-c3ccc(C)cc3)nc2S(=O)(=O)c2ccc(C)cc2)c(OC)c1
 : 2, 9%, 4%, i, ., -20%, ., 17%, .
Cc1ccc(C(=O)NCC(=O)OCC(=O)NCC(F)(F)F)cc1
 : 3, -4%, 9%, 0%, 7%, -1%, -3%, 25%, 5
O=C(COc1ncnc2cc(Cl)ccc12)c1ccc2c(c1)OCCO2
 : 8, -12%, -7%, -88%, 0%, 3%, -2%, -23%, 24
Cc1cc2c(c(=O)o1)C1(C(=O)N(CC(=O)O)c3ccccc31)C(C#N)=C(N)O2 (stereo not drawn)
 : -1, 0%, -2%, i, -2%, 15%, -7%, 24%, -20
O=c1[nH]c(-c2ccc3c(c2)OCO3)nc2c1sc(=S)n2-c1ccccc1
 : 2, 12%, 1%, i, 2%, 11%, -14%, 15%, 10
O=C1c2ccccc2C(=O)N1c1cccc2cccnc12
 : 2, -7%, 0%, -21%, -1%, 13%, 9%, 23%, -4
CCOC(=O)c1ccccc1NC(=O)COC(=O)CCC1CCCC1
 : 6, -18%, 4%, i, -2%, -15%, -5%, 30%, 4
Cc1cccc(C(=O)Nc2cccc(S(=O)(=O)NCc3ccco3)c2)c1
 : -8, -15%, ?, -23%, 1%, ?, 1%, -19%, 6
CCN(CC(=O)Nc1c(F)cccc1F)C(=O)C1COc2ccccc2O1 (stereo not drawn)
 : 6, 13%, -5%, -22%, 10%, -10%, 0%, -3%, 0
COc1ccc(N/C=C\C(=O)c2ccc(Br)cc2)cc1OC
 : -3, 4%, 33%, i, 1%, -15%, -42%[inhibitor], -3%, 17
COc1ccccc1N1CC(O)=C(c2nc3ccccc3c(=O)[nH]2)C1=N
 : 1, -30%, 18%, i, 6%, -19%, 0%, 0%, -13
O=C1Nc2ccccc2/C1=C/c1ccc([N+](=O)[O-])cc1
 : 6, 1%, 22%, i, -3%, 10%, 8%, -10%, 10

Copied from the list:
O=c1[nH]c(-c2ccc3c(c2)OCO3)nc2c1sc(=S)n2-c1ccccc1 – GLP1R ag: 2%
COc1ccc(NC(=O)CSc2oc(-c3ccc(C)cc3)nc2S(=O)(=O)c2ccc(C)cc2)c(OC)c1 – D3 ag: 2

Further compounds.
Values run as follows: D3 ag, HEK293 tox, GLP1R inv ag, PTHR1 agonist, GLP1R ag, KB-V1 MDR tox, aSyn rescue, TDP-43 yeast inh, D3 antag
O=C(NC(c1ccccc1)c1ccsc1)C1CCN(Cc2ccc(Cl)c(Cl)c2)CC1 (stereo not drawn)
 : -18, 4%, 19%, -14%, -1%, 1%, -9%, 17%, -61*
COC(=O)[C@@H]1C[C@@]2(O)[C@H](O)[C@H](O)[C@H](O)C[C@H]2N1Cc1cc(F)ccc1F
 : 0, -21%, 3%, i, -3%, ?, 1%, 10%, 8
NC(=O)c1ccccc1NS(=O)(=O)c1ccc(F)cc1
 : -12, 5%, 3%, -6%, -1%, -3%, 0%, -4%, -19
O=C(c1ccc(S(=O)(=O)N2CCCC2)cc1)N(Cc1ccco1)C1CCS(=O)(=O)C1 (stereo not drawn)
 : -4, 8%, 12%, -23%, -5%, -12%, -3%, -9%, -14
Cc1cc(NC(=O)c2ccc(N(C)S(=O)(=O)c3ccccc3)cc2)no1
 : 12, -2%, -6%, i, 1%, -7%, -3%, -25%, 14
CNC(=O)c1ccccc1NC(=O)C1CC(=O)N(C(C)C)C1 (stereo not drawn)
 : 3, 1%, -9%, -9%, -2%, -3%, 3%, 3%, 2
CC1(C(=O)NS(=O)(=O)c2ccc(Cl)cc2)CCN1C(=O)Cc1ccccc1Cl (stereo not drawn)
 : -16, -1%, 6%, i, -4%, 5%, -1%, 13%, -8
CC(O)CNc1ccc(-c2nn(C)c(=O)c3ccccc23)cc1[N+](=O)[O-] (stereo not drawn)
 : -5, ?, 149%[activator], i, 31%, 6.5µM*, 6%, 1%, -15
CCCc1nc2sc3c(SCC(=O)NCc4ccco4)ncnc3c2c2c1CCC2
 : 6, -8%, 0%, -21%[57.5 µM], 10%, 12µM*, 11%, -24%, -2
Cn1c(SCC(=O)Nc2cccc(Br)c2)nnc1-c1cc2ccccc2o1
 : 1, 2%, 15%, -6%[57.5 µM], 2%, 16µM*, -1%, -3%, 4
CCOC(=O)c1ccc(NC(=O)c2ccc3c(c2)NC(=O)c2ccccc2S3)cc1
 : 8, 1%, 0%, -45%[inhibitor], ., ?, ., ?, .
COc1ccc(CC(=O)NC(=S)Nc2ccc(S(=O)(=O)NC(C)(C)C)cc2)cc1
 : 2, -18%, ?, -16%, -10%, 14%, 3%, 22%, 7
Oc1ccc(-c2onc(C(F)(F)F)c2-c2cscn2)c(O)c1
 : 3, -5%, 22%, -37%[inhibitor], 1%, ?, 9%, 3%, 52
Cc1ccc(CN2CCN(Cc3nc(C(C)C)cs3)CC2CCO)cc1 (stereo not drawn)
 : -17, 0%, ?, -18%, -3%, 3%, 2%, -13%, -29
CCOC(=O)N1CCC(NC(=O)CCC(=O)N2CC(C)Oc3ccccc32)CC1 (stereo not drawn)
 : 1, 4%, 0%, ?, -2%, ?, 3%, -7%, -26
COCCN(CCOC)S(=O)(=O)c1ccc(C(=O)NCCCN2CCOCC2)cc1
 : 2, 0%, 16%, -2%[57.5 µM], -6%, 7%, -6%, 12%, 11
CC(C)=CCCC1(C)C=Cc2c(c(C)cc3c2[nH]c2cc(O)ccc23)O1 (stereo not drawn)
 : 3, ?, ?, -15%, 4%, ?, -76%[inhibitor], ?, 25
CC(CN1C(C)CCCC1C)OC(=O)c1ccccc1F (stereo not drawn)
 : -1, 6%, 4%, -4%, 4%, ?, -7%, 8%, 0
O=C(N/N=C/c1ccco1)C1CC1
 : 3, 23%, 0%, i, 2%, 29%, 3%, -14%, -3
CCOc1cc(/C=N/NC(=O)c2ccncc2)ccc1OS(C)(=O)=O
 : -8, 7%, 7%, -5%, 2%, -1%, 0%, 0%, ?
Cc1ccc(S(=O)(=O)N(C)C)cc1NC(=O)C1Cc2ccccc2CN1C(=O)c1ccco1 (stereo not drawn)
 : -8, 6%, 4%, 8%, 2%, ?, -3%, -16%, -13
COc1ccc(-c2nc(SCC(=O)NC(C)CCc3ccccc3)n[nH]2)cc1 (stereo not drawn)
 : 15, -5%, -31%, -28%, ., ., ., 9%, .
CCC(C)(C)NC(=O)/C=C/c1ccc(OC)c(S(=O)(=O)N2CCOCC2)c1
 : 2, -17%, 4%, i, -5%, -17%, 1%, 15%, 3
CC(C)OCCCNC(=O)c1ccc2c(c1)NC(=O)c1ccccc1S2
 : -8&7, -5%&-5%, -21%&-19%, -29%&-56%, 4%, ?, 0%, -13%&24%, 10
COc1ccc(-n2cc(C#N)c(=O)[nH]c2=O)cc1
 : 3, 0%, 5%, -10%, 5%, 11%, -1%, -12%, 12
Fc1ccc(-n2[nH]nnc2=S)cc1N1CCCC1
 : 1, -2%, -10%, -4%[57.5 µM], 0%, 5%, -15%, 23%, -5
CC1(C(=O)NS(=O)(=O)c2ccc(F)cc2F)CCN1C(=O)Cc1cccc2ccccc12 (stereo not drawn)
 : 2, 1%, -19%, 0%, -3%, 3%, 1%, 23%, -2
CCOc1ccccc1CNC(=O)CCc1c(C)nn(-c2ccc(N3CCOCC3)nn2)c1C
 : -1, -19%, 13%, i, ., -3%, ., 0%, .
COc1ccc(OC)c(CCNC(=O)c2cnn(-c3ccccc3Cl)c2C2CCN(C(=O)OC(C)(C)C)CC2)c1
 : 4, -7%, ?, i, ., -8%, ., 0%, .
O=C(Cn1cnc2c(cnn2-c2ccccc2)c1=O)N1CCN(c2ccc(F)cc2)CC1
 : 6, 23%, -6%, i, 3%, ?, -1%, 8%, 15
Nc1cc2[nH]c(=O)c3ccccc3c2cc1Br
 : -12, -15%, 35%[activator], -5%, -6%, -5%, 10%, 21%, 0
Cc1ccc(-c2nnc(Nc3ccc4c(c3)nc(C)n4C)c3ccccc23)cc1
 : -15, ?, -27%, -14%[57.5 µM], 0%, -12%, 1%, 1%, ?
COc1cccc(OC)c1/C=C/C(=O)NC1CCCCC1
 : -9, -3%, 0%, -36%[inhibitor], -3%, -17%, 2%, 19%, 20
Cc1ccc(S(=O)(=O)N/N=C/c2ccc3nccnc3c2)cc1
 : 52*, -3%, 0%, i, -1%, 17%, 5%, -3%, ?
CC(NC(=O)CN(C1CCCCC1)S(C)(=O)=O)c1ccccc1 (stereo not drawn)
 : 0, -2%, 3%, i, -8%, -2%, -1%, 12%, 6
COc1ccc(C(=O)NCCC(C)C)cc1S(=O)(=O)N1CCOCC1
 : -1, 7%, 2%, -2%[57.5 µM], 1%, ?, 0%, -14%, 18
CCOC(=O)C1CCN(c2nc3c(S(=O)(=O)c4ccc(CC)cc4)nnn3c3ccc(Cl)cc23)CC1
 : 6, 2%, 1%, -40%[inhibitor], ., -5%, ., 13%, .
O=C(NCCN1CCOCC1)Nc1ccccc1
 : -3, -6%, 5%, -14%, -6%, 12%, 2%, 10%, -2
Clc1ccc(CN2CCCCCC2)cc1
 : -11, -7%, -3%, i, -2%, -5%, -1%, -20%, 0
